IAP activation: mouse intestinal phosphatase enzyme activation – biochemical, luminescence, single concentration, confirmation (AID 434970); 2.9% of 11,000 active; activity change, negative = activation, % at 10 µM; purified mouse IAP, CDP-Star luminescence, 30 min; active compounds read low; in the data active = activity change below about -85%;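 also: percent relative to enzyme plus DMSO wells and wells without enzyme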
IAP activation Fold change: also measured in IAP activation; calls as there; activation factor; measured here: IAP activation factor; active compounds read high;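 fold luminescence change scaled to plate control wells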
An asterisk follows results filed as active; + = active, no number.

IAP activation,IAP activation Fold change,smiles
12,0.88,COc1ccccc1-n1c(N)c(C(N)=O)sc1=S
15,0.85,COCCNC(=O)c1ccccc1NC(=O)C1COc2ccccc2O1 (configuration not stated)
-10,1.1,Cc1ccc(NC(=O)c2c(C)nc(Nc3nc4ccccc4o3)nc2C)cc1
-126*,2.3*,CSc1ccc(CN2CCC(n3nccc3NC(=O)CCCc3ccccc3)CC2)cc1
-9,1.1,Cc1ccc(-n2c(CCc3ccccc3)nnc2SCC(=O)NCc2ccccc2)cc1C
-2,1,CC(C)(C)OC(=O)N[C@H]1C=C[C@H](OC(=O)CC(=O)OCC(F)(F)F)C1
+,16*,C#CCOCCOCCOCCNc1nc(N2CCN(C(=O)CCCCCCCCCCNC(=O)[C@H]([C@@H](C)CC)n3cc(CCCCCN)nn3)CC2)nc(N2CCN(C(=O)CCCCCCCCCCNC(=O)[C@H]([C@@H](C)CC)n3cc(CCCCN=C(N)N)nn3)CC2)n1
-1,1,CC(=O)NCCOc1nc(N(C)C)nc(N2CCOCC2)n1

IAP activation,IAP activation Fold change,smiles
13,0.87,CCCCNC(=O)CC1N=C2c3ccccc3N=C(SCC(=O)Nc3ccc(OC)cc3)N2C1=O (configuration not stated)
-9,1.1,CC(C)OCC(O)CN (configuration not stated)
-10,1.1,Cc1ccc(S(=O)(=O)N2Cc3ccccc3CC2C(=O)Nc2ccc3c(c2)OCO3)cc1 (configuration not stated)
4,0.96,COc1ccccc1-c1sc2ccccc2c1-c1ccc(OCCN2CCOCC2)cc1
12,0.88,c1ccc2sc(SCc3ccc(-c4nnco4)cc3)nc2c1
-3,1,CN(c1ccccc1C(=O)NCc1ccccn1)S(C)(=O)=O
1,0.99,CC(=O)Oc1ccc2nc(-c3cccs3)oc(=O)c2c1
-21,1.2,COc1ccc2[nH]c3c(c2c1)CCN1C(=O)C(CC(=O)NCc2ccc(OC)c(OC)c2)C[C@H](C(=O)N(C(C)C)C(C)C)[C@@]31C (some centres not stated)

IAP activation,IAP activation Fold change,smiles
-15,1.2,O=C(O)CCN1C(=O)NC2(CCCC2)C1=O
7,0.93,Cc1ccc(Cc2c(C)nc3nc(SCC(=O)NCCN4CCOCC4)nn3c2C)cc1
0,1,NC(=NC1CCCCC1)c1ccc([N+](=O)[O-])cc1
-5,1.1,COc1ccc(S(=O)(=O)N2c3ccccc3OCC2c2ccccc2)cc1 (configuration not stated)
-3,1,Nn1c(COc2cccc(Br)c2)nnc1SCC(=O)N1CCc2ccccc2C1
-10,1.1,Cc1ccc(-c2nc3ccccn3c2NCc2ccc3c(c2)OCO3)cc1
-100*,2*,C[C@H](CO)N1C[C@H](C)[C@@H](CN(C)C(=O)NC2CCCCC2)Oc2ccc(NC(=O)Nc3ccccc3)cc2C1=O
10,0.9,CC(=O)C1=C(c2ccccc2)NC(=O)NC1c1ccccc1OCC(=O)Nc1ccccc1 (configuration not stated)

Part of the list above, with each value named:
CSc1ccc(CN2CCC(n3nccc3NC(=O)CCCc3ccccc3)CC2)cc1
- IAP activation: -126*
- IAP activation Fold change: 2.3*
Cc1ccc(-n2c(CCc3ccccc3)nnc2SCC(=O)NCc2ccccc2)cc1C
- IAP activation: -9
- IAP activation Fold change: 1.1
CC(C)(C)OC(=O)N[C@H]1C=C[C@H](OC(=O)CC(=O)OCC(F)(F)F)C1
- IAP activation: -2
- IAP activation Fold change: 1

Following part
IAP activation,IAP activation Fold change,smiles
9,0.91,CC1=NN(c2nc(-c3ccc(Cl)cc3)cs2)C(=O)C1
51,0.49,O=[N+]([O-])c1c(NCc2ccco2)ccc2nonc12
8,0.92,CCOC(=O)C1=C(C)c2ccccc2N(C(=O)OC)C1(C)C(=O)OCC (configuration not stated)
4,0.96,COCCCNC(=O)c1ccc(-n2nc(C(F)(F)F)cc2-c2cccs2)cc1
6,0.94,CC(C)(C)c1cc(C(F)(F)F)c(C#N)c(=O)[nH]1
15,0.85,CC(=O)c1ccsc1-c1c(C)cc2oc(=O)cc(-c3ccccc3)c2c1C
4,0.96,COc1cccc(-c2sc3ccc(OC)cc3c2-c2ccc(OCCN3CCCCC3)cc2)c1
3,0.97,O=C(NCCCN1CCOCC1)c1cc2c(s1)CCC2

IAP activation,IAP activation Fold change,smiles
-11,1.1,COC(=O)C1=C(C)NC(C)=C(C(=O)OC)C1c1ccc2ccccc2n1
-1,1,COc1ccc(N2CCN(C(=O)Cn3c(=O)[nH]c4ccsc4c3=O)CC2)cc1
7,0.93,Cc1ccnc(-n2c(CCN3C(=O)c4ccccc4C3=O)nc3ccccc3c2=O)c1
86,0.14,COc1cc(OC)c(NC(=O)CN(C)S(=O)(=O)c2ccc3[nH]c(=O)oc3c2)cc1Cl
-77,1.8,CCNS(=O)(=O)c1ccc(NC(=O)Nc2cccc(C(F)(F)F)c2)cc1
2,0.98,O=C(NCC(=O)N(c1cccnc1)C(C(=O)NCc1ccco1)c1ccccc1)c1ccco1 (configuration not stated)
-5,1,COc1cc(C(=O)NCC(=O)n2nc(C)cc2C)cc(OC)c1OC
1,0.99,COc1ccc(CNC(=O)CCn2c(=O)oc3ccccc32)cc1

IAP activation,IAP activation Fold change,smiles
-7,1.1,COC(=O)c1sccc1NC(=O)CSc1ccccc1NS(=O)(=O)c1ccc(Cl)cc1
12,0.88,N#CC1=C(N)OC2=C(C(=O)CCC2)C12CCC1(CC2)OCCO1
0,1,COc1ccc2[nH]c3c(c2c1)CCN1C(=O)C(CC(=O)NCCCn2ccnc2)C[C@H](C(=O)N2CCCCC2)[C@@]31C (some centres not stated)
-22,1.2,CC(=O)c1cccc(NC(=O)NC2CC3CCCC(C2)N3CC(C)C)c1 (configuration not stated)
5,0.95,Cn1c(=O)c2c(ncn2CC(=O)N2CCN(c3cccc(Cl)c3)CC2)n(C)c1=O
6,0.94,COc1ccc(CCN(Cc2cc3cccc(C)c3[nH]c2=O)C(=O)N2CCCC2)cc1OC
0,1,CC[C@]1(C(=O)OC)[C@H]2C(=O)N(C)C(=O)[C@H]2[C@H]2CN(C)C(=NCc3ccccc3)N21
12,0.88,COc1ccc(S(=O)(=O)N2CCN(c3ccccc3OC)CC2)cc1OC

IAP activation,IAP activation Fold change,smiles
-1,1,CS(=O)(=O)c1ccc(Cl)c(NC(=O)COC(=O)CNC(=O)c2ccc(Br)o2)c1
6,0.94,CCN(CC)C(=O)[C@H]1C[C@H](CC(=O)NC(C)(C)C)C(=O)N2CCc3c([nH]c4cc(CCC(=O)N(C)C)ccc34)[C@]12C
-10,1.1,C=CCSc1nc(N)c(C(=O)Nc2ccccc2)cc1C#N
-116*,2.2*,Cc1ccc(C)c(CN2CCC(CNC(=O)Nc3ccc(C)c(F)c3)CC2)c1
3,0.97,COC(=O)CNS(=O)(=O)c1ccc(OC)cc1
-44,1.4,O=C(CN(Cc1ccc2c(c1)OCO2)C(=O)CSc1nc2ccccc2o1)NC1CCCCC1
3,0.97,Cc1ccc(S(=O)(=O)Nc2cc(C)nn2-c2ccccc2)cc1
-5,1.1,Cc1ccc(N(CC(=O)NCCSCc2ccco2)S(=O)(=O)c2ccc(C)cc2)cc1

IAP activation,IAP activation Fold change,smiles
-1,1,COc1ccc2[nH]c(=O)c3c(c2c1)OC(C)(C)C=C3
11,0.89,COc1ccc(Cc2nnc(SCC(=O)Nc3ncc(C)s3)o2)cc1
72,0.28,O=C(CSc1nc2ccccc2c(=O)[nH]1)c1ccc(O)c(O)c1
3,0.97,Cc1occc1C(=O)Nc1cccc(C(F)(F)F)c1
3,0.97,Cc1c(C)n(C)c2ccc([N+](=O)[O-])cc12
12,0.88,CCN1C(=O)[C@H]2[C@H]3CN=C(SCc4ccc(Cl)cc4)N3[C@@](Cc3ccccc3)(C(=O)OC)[C@H]2C1=O
-1,1,CCOC(=O)CSc1nc2ccc(NC(C)=O)cc2s1
-5,1,NC(=O)CCn1c(=O)oc2ccccc21

IAP activation,IAP activation Fold change,smiles
19,0.81,O=C(CC1N=C2c3ccccc3N=C(SCc3ccccc3Cl)N2C1=O)NCc1ccco1 (configuration not stated)
11,0.89,Cn1cc(/C=N/n2cnc3scc(-c4ccccc4)c3c2=O)c2ccccc21
-39,1.4,CCOc1ccccc1NC(=O)c1cccc(NC(=O)CC(c2ccccc2)c2ccccc2)c1
-14,1.1,O=C(C1CC1)N1CCc2cc(Br)cc(S(=O)(=O)N3CCN(c4ccccn4)CC3)c21
-7,1.1,CCOC(=O)N1CCN(C(=O)c2ccc3c(c2)N(Cc2ccc(C)cc2)CCS3)CC1
2,0.98,Cc1nc2ccccn2c1-c1csc(NCc2ccco2)n1
65,0.35,COc1cc(/C=N/N2C(=O)CSC2=S)ccc1O
0,1,CCN(CC)C(=O)[C@H]1C[C@H](CC(=O)NCCN2CCOCC2)C(=O)N2CCc3c([nH]c4cc(-c5ccco5)ccc34)[C@]12C

An excerpt of these results, with two lines to a compound:
Values run as follows: IAP activation, IAP activation Fold change
CCOc1ccccc1NC(=O)c1cccc(NC(=O)CC(c2ccccc2)c2ccccc2)c1
 : -39, 1.4
O=C(C1CC1)N1CCc2cc(Br)cc(S(=O)(=O)N3CCN(c4ccccn4)CC3)c21
 : -14, 1.1
CCOC(=O)N1CCN(C(=O)c2ccc3c(c2)N(Cc2ccc(C)cc2)CCS3)CC1
 : -7, 1.1
Cc1nc2ccccn2c1-c1csc(NCc2ccco2)n1
 : 2, 0.98
COc1cc(/C=N/N2C(=O)CSC2=S)ccc1O
 : 65, 0.35
CCN(CC)C(=O)[C@H]1C[C@H](CC(=O)NCCN2CCOCC2)C(=O)N2CCc3c([nH]c4cc(-c5ccco5)ccc34)[C@]12C
 : 0, 1

(further entries)
IAP activation,IAP activation Fold change,smiles
-4,1,CCN(CC)C(=O)CN1CCC(n2c(C)nc3cc(C(F)(F)F)ccc32)CC1
5,0.95,O=C1CC(c2nc3ccccc3[nH]2)CN1c1ccccc1 (configuration not stated)
-43,1.4,C#CCOCCOCCOCCNc1nc(N2CCN(C(=O)[C@H](Cc3cc4ccccc4[nH]3)n3cc([C@@H](N)C(C)CC)nn3)CC2)nc(N2CCN(C(=O)[C@H](Cc3cc4ccccc4[nH]3)n3cc([C@@H](N)Cc4ccc(O)cc4)nn3)CC2)n1 (some centres not stated)
7,0.93,COc1cc(OC)c2c(-c3ccccc3)cc(=O)oc2c1C(CCN1CCOCC1)c1ccc2c(c1)OCO2 (configuration not stated)
-10,1.1,COC(=O)c1cccc(N2C(=O)c3ccccc3S2(=O)=O)c1
9,0.91,O=C(O)c1ccccc1NS(=O)(=O)c1ccc2c3c(cccc13)C(=O)N2
11,0.89,COC(=O)C(CC(C)C)NC(=O)c1cc(OC)c(OC)c(OC)c1 (configuration not stated)
-11,1.1,O=C(O)c1cscn1

IAP activation,IAP activation Fold change,smiles
-243*,3.4*,Cc1cc(C)cc(NC(=O)Nc2cc(S(=O)(=O)N(C)C)ccc2C)c1
6,0.94,CCOC(=O)C(Cc1ccc(NC(=O)/C(=C/c2ccc(OC(C)=O)cc2)NC(C)=O)cc1)N1C(=O)c2ccccc2C1=O (configuration not stated)
-39,1.4,O=C(Nc1ccc(Br)cc1)Nc1ccccc1Cl
-12,1.1,Cc1ccc(NC(=O)CCn2nc(C)cc2C)cc1
9,0.91,CCCNC(=O)CSc1nc(-c2cccs2)cc(C(F)(F)F)n1
-10,1.1,Cc1c(N2C(=O)c3ccc(Br)cc3C2=O)c(=O)n(-c2ccccc2)n1C
13,0.87,O=C(O)[C@H]1CCC(=O)N1Cc1ccco1
6,0.94,COc1ccc(C2C(C#N)=C(C)NC3=C2C(=O)CC(C)(C)C3)cc1 (configuration not stated)

IAP activation,IAP activation Fold change,smiles
48,0.52,O=C(CSc1ncn[nH]1)CSc1ncn[nH]1
-185*,2.9*,COc1ccc(CN2CC[C@H]3C=CC[C@@H](C(=O)Nc4ccc(Cl)c(C(F)(F)F)c4)[C@H]3C2=O)cc1OC
-1,1,CC(C)c1nc(N2CCN(C(=O)c3ccccc3)CC2)c(C#N)c2c1COC(C)(C)C2
-108*,2.1*,CCOc1ccc(NC(=O)Nc2cc(OCC(F)(F)F)cc(OCC(F)(F)F)c2)cc1
-27,1.3,COc1ccc(C2CC(c3ccccc3Br)=NN2c2ccc(S(N)(=O)=O)cc2)cc1 (configuration not stated)
6,0.94,O=C(Nc1cc2c3c(c1)C1CCCC1CN3CC1CCCC21)c1ccc([N+](=O)[O-])cc1 (configuration not stated)
-2,1,C/C(N)=C(/C#N)C(=O)COC(=O)COc1ccc(Cl)cc1
9,0.91,CCC(C)C(NC(=O)C1CCC(C)CC1)C(=O)NCc1cccnc1 (configuration not stated)

IAP activation,IAP activation Fold change,smiles
-49,1.5,CC(C)(C)C(C(Oc1ccc(Cl)cc1)n1cncn1)n1nnnc1C(c1cccc(Cl)c1)N1CCCCC1 (configuration not stated)
-60,1.6,Cc1nc2cc(NC(=O)Nc3ccc(Br)cc3)ccc2o1
-13,1.1,O=C(Nc1ccc(Cl)c(Cl)c1)N1CCSCC1
10,0.9,Cc1cccc(NC(=O)c2ccccn2)c1C
-9,1.1,COc1ccc(NC(=O)C(c2ccccc2)N(C)C(=O)CNC(C)=O)cc1 (configuration not stated)
-4,1,CC(=O)c1ccc(NC(=O)CCNS(=O)(=O)c2cccc3nonc23)cc1
4,0.96,Cc1ccccc1-c1ccccc1CN1[C@@H](C(C)C)COCCS1(=O)=O
8,0.92,CCCc1[nH]nc2c1C(Cc1ccccc1)C(C#N)=C(N)O2 (configuration not stated)
2,0.98,COC(=O)Cc1c[nH]c2cccc(OCC(O)CN(Cc3ccccc3)C(C)C)c12 (configuration not stated)
84,0.16,c1coc(-c2nc(-c3ccco3)c(-c3ccco3)nc2-c2ccco2)c1
8,0.92,CCOC(=O)c1c(C)[nH]c(C(=O)CSc2nc3ccccc3o2)c1C

Screening results deposited in PubChem by Sanford-Burnham Center for Chemical Genomics.

This is a subset; rates above refer to the full screens.
